RORA act – activates the human nuclear receptor RORA; P35398; CHO-K1 Gal4-RORA LBD luciferase reporter, luminescence; percent increase over mock-subtracted basal signal; actives 1.5% (n = 65,000); activation, % at 10 µM;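 active = activation above the mean of all tested compounds plus 3 SD, cut at about 49% in these data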;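 note: 0% = DMSO-treated RORA cells and 100% = added signal equal to DMSO minus mock-transfected cells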
TNAP act mid DEA – activates human TNAP at intermediate phosphate acceptor concentration | P05186 | purified TNAP, CDP-star luminescence, 100 mM DEA, 30 min; stronger effect = higher value; scale: 0 levamisole-inhibited, 1 vehicle-only enzyme | activation factor at 20 µM | 64,000 tested, under 10 active | AID 813;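 active = activation factor of at least 2 at 20 µM, relative to controls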
Target sequence (P05186 whole entry, looked up): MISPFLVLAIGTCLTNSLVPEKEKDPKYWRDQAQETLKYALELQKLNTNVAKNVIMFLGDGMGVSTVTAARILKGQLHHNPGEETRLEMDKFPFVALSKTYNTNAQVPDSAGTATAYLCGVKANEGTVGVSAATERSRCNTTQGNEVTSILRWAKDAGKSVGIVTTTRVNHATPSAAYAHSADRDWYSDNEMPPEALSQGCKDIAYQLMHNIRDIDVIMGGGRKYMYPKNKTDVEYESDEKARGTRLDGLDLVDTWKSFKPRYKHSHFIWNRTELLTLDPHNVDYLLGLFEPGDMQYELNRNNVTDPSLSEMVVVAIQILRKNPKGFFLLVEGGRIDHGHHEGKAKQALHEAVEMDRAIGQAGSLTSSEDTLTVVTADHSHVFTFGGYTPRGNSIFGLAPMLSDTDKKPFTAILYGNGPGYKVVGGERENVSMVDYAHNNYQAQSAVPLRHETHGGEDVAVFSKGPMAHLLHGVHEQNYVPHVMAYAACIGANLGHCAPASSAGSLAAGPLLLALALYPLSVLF
Cdc25B inh – human M-phase inducer phosphatase 2 inhibition; recombinant Cdc25B, OMFP fluorescence Ex485/Em525; inhibition, %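 (compounds tested at 10 µM final in the well)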; AID 368; actives 0.1% (n = 65,000); in the data active = inhibition above about 50%
Target sequence (P30305 whole entry, looked up): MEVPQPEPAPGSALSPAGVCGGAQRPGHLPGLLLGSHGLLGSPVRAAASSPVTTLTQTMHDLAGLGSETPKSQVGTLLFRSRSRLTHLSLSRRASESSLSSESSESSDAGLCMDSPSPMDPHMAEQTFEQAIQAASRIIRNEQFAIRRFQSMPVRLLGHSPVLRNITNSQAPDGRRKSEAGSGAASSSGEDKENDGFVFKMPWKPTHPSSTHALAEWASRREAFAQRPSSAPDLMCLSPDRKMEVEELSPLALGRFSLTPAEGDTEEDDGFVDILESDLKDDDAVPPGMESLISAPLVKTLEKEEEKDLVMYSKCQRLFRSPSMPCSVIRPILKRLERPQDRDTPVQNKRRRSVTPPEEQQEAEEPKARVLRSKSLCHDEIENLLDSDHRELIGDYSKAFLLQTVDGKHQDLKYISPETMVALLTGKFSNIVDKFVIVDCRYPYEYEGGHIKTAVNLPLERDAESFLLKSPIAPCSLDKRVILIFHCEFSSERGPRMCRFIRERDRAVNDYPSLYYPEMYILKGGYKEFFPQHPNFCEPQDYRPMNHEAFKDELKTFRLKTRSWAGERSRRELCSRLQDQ
Hsp90 inh – displaces geldanamycin probe from tumor Hsp90; P07900; NCI-N417 lysate Hsp90, Cy3B-geldanamycin FP displacement; inhibition, % at 30 µM; actives 0.35% (n = 64,000); AID 429;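 active = inhibition above 50%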;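 note: 0% = tracer plus lysate wells and 100% = tracer alone without lysate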
Her2 expr inh – inhibitors of human Her2 kinase expression | P04626 | AID 645 | SKBR-3 HER2 protein level, AlphaScreen, 18-24 h; stronger effect = lower value | actives 0.69% (n = 65,000) | HER2 level % of control, % at 10 µM;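 active = HER2 level under 5% of the carrier-only control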;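 note: 100% = DMSO carrier and 0% = 500 nM PU-H71 HSP90 inhibitor; lower value means stronger loss of Her2 protein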
D1 mod – allosterically modulates the human D1 dopamine receptor. P21728. B-score at 10 µM. actives 5.9% (n = 58,000). AID 641. HEK293 D1, CRE-luciferase, dopamine EC30 potentiation; actives deviate in either direction;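 active = luminescence count or its row- and column-corrected plate score outside the 99.7% band of the plate's sample wells, on either side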
SF-1 act – SF-1 (human) activation; Q13285; CHO-K1 Gal4-SF-1 LBD luciferase reporter; % increase over DMSO SF-1-specific signal; activation, % at 10 µM; actives 1.9% (n = 65,000); AID 522;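 active = activation above the mean activation of all tested compounds plus 3 SD, cut at about 50% in these data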
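Material: CHO-K1 cells with Gal4–hSF-1 LBD chimera plus Gal4-driven luciferase / Input: 4,000 CHO-K1 cells per well / Incubation: compound exposure 20 h at 37 °C / Signal: luminescence read 15 min after SteadyLite luciferase reagent, after room-temperature equilibration / Read-out: percent activation versus DMSO / Benchmarks: DMSO negative control and −SF1 background wells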
DUSP1 inh – blocks human MKP-1 phosphatase activity; AID 374; recombinant MKP-1, OMFP hydrolysis fluorescence; inhibition, %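 (compounds tested at a single concentration somewhere between 10 and 100 µM)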; actives 0.15% (n = 65,000); P28562;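 active = inhibition above about 50%, limit read from the data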;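 note: 0% = DMSO max control wells and 100% = wells with enzyme stopped by NaOH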
FXIIa inh mix – factor XIIa (human) inhibition, mixture screen; purified FXIIa, fluorogenic substrate, pooled mixtures; inhibition, % at 5 µM; actives 0.2% (n = 62,000); in the data active = inhibition above about 20%, passing the limit was not always enough;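 note: 0% = enzyme without compound and 100% = no enzyme blank; some results filed as inactive read as strong as hits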
Starred values were filed as active, the others as inactive; . = no result given.

#1 CCOc1ccccc1NC(=O)CN(c1nccs1)S(=O)(=O)c1ccc(N)cc1
#2 CC(NCc1ccco1)C(=O)N1CCc2ccccc2C1 (configuration not stated)
#3 CCn1c(SCC(=O)NCc2ccco2)nc2c(c1=O)SC(C)C2 (configuration not stated)
#4 CC(=O)NCCOC(=O)Nc1cccnc1
#5 COc1c(F)c(F)c(C(=O)Nc2ccc3oc(-c4ccncc4)nc3c2)c(F)c1F
#6 Cc1ccc(S(=O)(=O)N2CCOCC2)cc1C(=O)NCc1cn2ccsc2n1
Assay by compound,1,2,3,4,5,6
RORA act,-9,-4,-20,0,-11,-9
TNAP act mid DEA,0.9,1,0.9,0.9,0.9,1
Cdc25B inh,8,0,-13,-2,-1,-6
Hsp90 inh,5,-4,-1,0,-21,-2
Her2 expr inh,93,119,85,97,93,93
D1 mod,.,0.83,-0.21,0.19,0.0087,-0.92
SF-1 act,-2,-2,12,-2,1,12
DUSP1 inh,6,-10,3,10,11,-3
FXIIa inh mix,-2,5,8,11,-5,7

#7 Cc1ccc2nc(C(F)OC(F)(F)F)[nH]c2c1 (configuration not stated)
#8 COc1ccc(C(=O)NCC(c2cccnc2)N2CCN(c3ccccc3OC)CC2)cc1OC (configuration not stated)
#9 O=C(Nc1nnc(COc2ccc(F)cc2)s1)c1cccs1
#10 O=C(c1ccco1)N1CCN(C(c2ccccc2Cl)c2nnnn2Cc2cccs2)CC1 (configuration not stated)
#11 Cc1nn(-c2ccccc2)c2sc(C(=O)OCC(=O)N3CCCCC3)cc12
#12 CCN(CC)S(=O)(=O)c1ccc(-c2nnc(SCC(=O)N3CCOCC3)o2)cc1
Assay by compound,7,8,9,10,11,12
RORA act,-7,18,13,-2,10,5
TNAP act mid DEA,0.9,1,1,1,1.1,1
Cdc25B inh,-1,-10,2,-5,-8,7
Hsp90 inh,0,-4,3,-2,1,-9
Her2 expr inh,151,96,108,90,113,86
D1 mod,-1,-0.0067,-0.71,-1.7,0.93,0.36
SF-1 act,-10,0,15,-4,7,-4
DUSP1 inh,-1,15,-2,-13,4,11
FXIIa inh mix,2,0,-21,7,5,-20

#13 CCc1nc(SCc2cc(Cl)ccc2OC)n[nH]1
#14 Nc1ccc2c(c1)COc1ccccc1O2
#15 COc1cccc2sc(NC(=O)c3ccc(S(=O)(=O)N4CCOCC4)cc3)nc12
#16 COc1ccc(S(=O)(=O)N(CC(=O)O)Cc2ccccc2)cc1OC
#17 Cc1ccc(C2C(C(=O)c3cccs3)=C(O)C(=O)N2CCN2CCOCC2)o1 (configuration not stated)
#18 Cc1ccc(-c2nnn(CCC(=O)N3CCCCC3C)n2)cc1 (configuration not stated)
Assay by compound,13,14,15,16,17,18
RORA act,-12,31,14,6,9,14
TNAP act mid DEA,1,1,1,1,1,1
Cdc25B inh,4,-14,-6,-9,-15,-12
Hsp90 inh,2,4,2,-1,-7,3
Her2 expr inh,85,80,82,89,95,53
D1 mod,0.079,-1,-0.57,-0.023,-1.5,-0.23
SF-1 act,-1,10,6,-13,-33,-3
DUSP1 inh,-9,-5,34,0,6,26
FXIIa inh mix,2,-5,11,6,4,-8

Grouped by structure, those above with an aryl thioether with sulfur outside any ring.
#3 CCn1c(SCC(=O)NCc2ccco2)nc2c(c1=O)SC(C)C2 (configuration not stated)
#12 CCN(CC)S(=O)(=O)c1ccc(-c2nnc(SCC(=O)N3CCOCC3)o2)cc1
#13 CCc1nc(SCc2cc(Cl)ccc2OC)n[nH]1
Assay by compound,3,12,13
RORA act,-20,5,-12
TNAP act mid DEA,0.9,1,1
Cdc25B inh,-13,7,4
Hsp90 inh,-1,-9,2
Her2 expr inh,85,86,85
D1 mod,-0.21,0.36,0.079
SF-1 act,12,-4,-1
DUSP1 inh,3,11,-9
FXIIa inh mix,8,-20,2

Other records
#19 c1ccc(C2CC(c3cccs3)n3nnnc3N2)cc1 (configuration not stated)
#20 CCOC(=O)c1ccccc1NC(=O)CSc1nnc(COc2ccccc2)n1CC
#21 CN=C(c1ccco1)n1c(=S)nc(-c2ccco2)n(C)c1=S
#22 Cc1cc(O)c(C(C)C)cc1NS(=O)(=O)c1ccccc1
#23 CS(=O)(=O)N1CCN(C(=O)Cc2cccs2)CC1
#24 CCc1ccc(-c2nnn(CCC(=O)OC)n2)cc1
Assay by compound,19,20,21,22,23,24
RORA act,7,5,-9,-29,-3,-53
TNAP act mid DEA,1,0.9,1,0.9,1,0.9
Cdc25B inh,-11,-17,0,1,-1,-7
Hsp90 inh,-3,2,-11,-5,-2,103*
Her2 expr inh,81,102,127,128,86,109
D1 mod,0.048,-0.78,.,-1.4,-0.47,-1.3
SF-1 act,-2,-12,10,-8,-13,-52
DUSP1 inh,0,8,-23,3,-3,-10
FXIIa inh mix,4,-21,.,-13,10,-21

#25 COC(=O)c1cc(COc2ccc3oc(C)c(C(=O)OC)c3c2)c(C)o1
#26 CC(C)CC(NS(=O)(=O)c1ccc2c(c1)oc(=O)n2C)C(=O)NC1CCCc2ccccc21 (configuration not stated)
#27 COc1ccc2[nH]c(=O)c(CN(Cc3cccs3)Cc3nnnn3C(C)(C)C)cc2c1
#28 Cc1cc(NC(=O)CC2CCCC2)n(-c2nc3ccccc3[nH]2)n1
#29 O=c1c(F)cn(C2CCCO2)c(=O)n1Cc1ccccc1Cl (configuration not stated)
#30 c1ccc(-c2nn3c(C4CCCCC4)nnc3s2)cc1
Assay by compound,25,26,27,28,29,30
RORA act,-6,1,15,-8,2,-8
TNAP act mid DEA,0.9,1,0.9,1,0.9,0.9
Cdc25B inh,-12,-5,4,-5,1,3
Hsp90 inh,-2,-1,-2,-1,-7,-1
Her2 expr inh,35,88,98,117,113,84
D1 mod,2.4,0.13,5.3*,-1.3,.,.
SF-1 act,-14,-46,16,6,20,-3
DUSP1 inh,9,2,16,10,-27,-31
FXIIa inh mix,-1,-3,6,0,.,.

#31 Cc1ccc(-c2nc(CS(=O)CC(=O)NCCN3CCCC3)c(C)o2)cc1 (configuration not stated)
#32 CC(=O)NS(=O)(=O)c1ccc(NC(=O)c2ccccc2F)cc1
#33 Nn1c(SCC(=O)Nc2ccc(F)cc2)nnc1C1CCCCC1
#34 O=C(NCc1ccco1)c1ccc(Br)s1
#35 N#CCC(=O)Nc1sc2c(c1C(N)=O)CCCC2
#36 Cc1ccc(Nc2nc(OC(C(F)(F)F)C(F)(F)F)nc(N3CCOCC3)n2)cc1
Assay by compound,31,32,33,34,35,36
RORA act,-5,-7,-1,14,6,.
TNAP act mid DEA,1.1,0.9,0.9,0.9,0.9,0.9
Cdc25B inh,-5,-5,1,-2,2,-2
Hsp90 inh,1,-3,-2,.,-7,.
Her2 expr inh,70,85,109,104,60,98
D1 mod,.,0.22,0.017,0.071,.,-0.25
SF-1 act,-28,-3,-16,0,-20,.
DUSP1 inh,-6,-7,-18,-4,-3,4
FXIIa inh mix,2,-3,0,1,-1,-8

#37 O=C(NCc1cccc(Cl)c1)c1ccc2c(c1)OCO2
#38 COC(=O)c1c(C)cc(OC(C)=O)c(C)c1OC(C)=O
#39 CCc1nc(N2CCCC(C)C2)c2oc3ccccc3c2n1 (configuration not stated)
#40 COc1cccc(Oc2nc3ncn(Cc4ccccc4)c3c(=O)n2C)c1
#41 O=C(N1CCCC1)n1c(Cc2ccccc2)nc2ccccc21
#42 c1nc(NCC2(N3CCOCC3)CCCCC2)c2ccsc2n1
Assay by compound,37,38,39,40,41,42
RORA act,-2,-12,-25,11,6,8
TNAP act mid DEA,0.9,0.9,0.9,1,0.9,1
Cdc25B inh,-9,10,4,0,-8,-9
Hsp90 inh,2,-3,1,0,0,-11
Her2 expr inh,90,113,87,.,75,84
D1 mod,-0.24,0.47,1.9,2.4,-0.005,0.31
SF-1 act,20,8,1,5,6,6
DUSP1 inh,-4,5,2,-9,-3,4
FXIIa inh mix,1,3,-2,-16,-19,5

#43 CCOc1ccc(C(=O)COC(C)=O)cc1
#44 O=C(c1ccco1)N1CCN=C1SCc1cccnc1
#45 CCC(=O)Nc1cc2c(cc1C(C)=O)OCCO2
#46 CCCOc1ccc(C2c3c(oc4cc(C)c(C)cc4c3=O)C(=O)N2CCCN(C)C)cc1 (configuration not stated)
#47 COc1ccc(CCNC(=O)Cn2cnc3c(cnn3C(C)(C)C)c2=O)cc1OC
#48 CSc1nnnn1-c1ccc(C(=O)OCC(=O)N2CCOCC2)cc1
Assay by compound,43,44,45,46,47,48
RORA act,.,6,-2,5,-5,-22
TNAP act mid DEA,0.9,0.9,0.9,0.9,1,1
Cdc25B inh,-5,8,.,-4,-23,-3
Hsp90 inh,.,-1,.,-2,-1,-12
Her2 expr inh,110,87,118,87,112,86
D1 mod,0.017,0.52,0.91,-0.54,.,0.82
SF-1 act,.,-8,12,11,4,-10
DUSP1 inh,8,3,.,-2,-1,2
FXIIa inh mix,4,1,4,8,-3,3

#49 O=c1c2c(nc3nc(CCc4ccccc4)[nH]n13)CCC2
#50 CCc1noc2c1/C(=N\O)CC(c1ccccc1)C2 (configuration not stated)
#51 C=CCn1c(N)c(S(=O)(=O)c2cccs2)c2nc3ccccc3nc21
#52 Cc1ccc(C2C(C#N)=C(N)Oc3c2oc(CO)cc3=O)o1 (configuration not stated)
#53 COc1cccc(-n2nnnc2SCC(=O)NCCc2ccccc2)c1
#54 O=S(=O)(c1ccc(F)cc1)N1CCC(N2CCN(c3ccccc3)CC2)CC1
Assay by compound,49,50,51,52,53,54
RORA act,-32,19,3,-15,-4,-4
TNAP act mid DEA,0.9,0.9,0.9,0.9,0.9,0.9
Cdc25B inh,-7,-6,1,-2,-5,-13
Hsp90 inh,-7,9,-4,-4,-1,0
Her2 expr inh,105,87,87,119,95,96
D1 mod,-0.44,17*,-0.81,0.11,-0.88,-2.5
SF-1 act,-17,-3,4,4,1,7
DUSP1 inh,-6,6,37,13,-14,-13
FXIIa inh mix,2,9,-6,-23,5,3

#55 CCOc1cccc(-c2nnc3sc(-c4ccco4)nn23)c1
#56 CCN(C(=O)CSc1nnc(-c2ccccc2Cl)n1C1CCCC1)C1CCS(=O)(=O)C1 (configuration not stated)
#57 OCCN(Cc1ccccc1)CC1CCCCC1
#58 CCNc1nc(NCC)nc(-n2nc(C)cc2C)n1
#59 CSc1nc2nc(-c3ccccc3)cc(C(F)(F)F)n2n1
#60 O=c1c2ccccc2nc2n1CCN2Cc1ccc(Cl)cc1
Assay by compound,55,56,57,58,59,60
RORA act,-21,-15,-10,-27,6,-7
TNAP act mid DEA,0.9,1,1,0.9,0.9,1
Cdc25B inh,7,6,-8,-7,1,1
Hsp90 inh,-4,-2,-4,-6,1,-3
Her2 expr inh,133,91,146,82,62,80
D1 mod,.,0.34,0.26,2.5,0.7,-2.6
SF-1 act,-7,-2,-11,-42,-10,-20
DUSP1 inh,-15,14,4,5,1,4
FXIIa inh mix,.,-3,15,-17,0,-14

#61 CCc1nn(C(C)C(=O)N2CCN(Cc3ccccc3)CC2)c(=O)c2cc3occc3n12 (configuration not stated)
#62 O=C(NCc1cccnc1)Nc1cccc(NC(=O)NCc2cccnc2)c1
#63 N#Cc1nc(-c2ccccc2F)oc1NCCc1ccccn1
#64 COC(=O)CSc1nc2sc3c(c2c(=O)n1C1CCCCC1)CCN(C)C3
#65 CCOc1ccc2nc(C)cc(C(=O)O)c2c1
#66 COCCCNC(=O)COc1ccc(Cl)c(C)c1
#67 COCc1cc(=O)n2c(-c3ccccc3OC)n[nH]c2n1
Assay by compound,61,62,63,64,65,66,67
RORA act,-5,-10,-9,-12,2,1,-9
TNAP act mid DEA,0.9,1,0.9,0.9,0.9,0.9,0.8
Cdc25B inh,-4,-6,-9,13,-7,-2,-8
Hsp90 inh,-4,-1,.,-13,-5,-4,.
Her2 expr inh,92,100,62,72,86,80,54
D1 mod,0.47,0.026,.,15*,-1.9,0.44,.
SF-1 act,-13,-10,-14,2,-1,4,-6
DUSP1 inh,2,3,5,-3,8,2,10
FXIIa inh mix,10,7,7,-15,3,-1,-16
